# Source: PubChem (National Center for Advancing Translational Sciences (NCATS))
# KinaseGlo FLuc: Kinase-Glo luciferase inhibition (counter-screen); Q27757; Kinase-Glo luciferase, ATP luminescence, 8 min; Potency, µM (titrated, usually from 38.3 µM), without a hit: top-dose activity change, negative = inhibition, actives largely listed as inhibitors; 200,000 tested, 0.28% active; also: potency is read from the fitted curve at half-maximal effect; % is scaled to controls: 0 for no effect and ±100 for the full control effect; nearly all actives have a fitted effect of over 60% in size
#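 Kinase-Glo luciferase light output from ATP and luciferin was measured with 10 uM ATP, within the enzyme's linear range. Buffer: 50 mM imidazole pH 7.2, 50 mM KCl, 7 mM MgCl2, 0.01% Tween 20, 0.05% BSA; luminescence read after 8 min at ambient temperature.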
# IMPase Li inh: cell-permeable IMPase inhibitors with lithium potentiation | 210,000 tested, 0.35% active | Potency, µM (top dose mostly 59.4 µM), for inactives: at the top dose activity, negative = IMPase inhibition, usual class: inhibitors | AID 1457 | CHO-M1 cells, IP1 TR-FRET (IP-One), carbachol + lithium;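 also: IP1 builds up when IMPase is blocked and the TR-FRET signal falls; potency is read from the fitted curve at half-maximal effect; plate controls were basal vehicle for no effect and high inhibitor control for full effect; nearly all actives have a fitted effect of over 50% in size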
#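 Steps: plate 2000 CHO-M1 cells per well and culture 16–30 h; add compound and lithium; incubate 30 min, 37C; add d2-IP1 tracer and Eu cryptate anti-IP1 antibody in lysis buffer; read after 10 min at room temperature.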
# Epigenetic derep: derepresses silenced GFP reporter in murine cells; Potency, µM (doses to about 53.9 µM), without a hit: at the highest dose GFP activation, actives largely listed as activators; 280,000 tested, 0.2% active; AID 1865; murine LDR cells, GFP reporter derepression, 30 h; also: potency is read from the fitted curve at half-maximal effect; % of control where 0% means no effect; nearly all actives have a fitted effect of over 60% in size
#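 Murine LDR cells carrying a silenced, genomically integrated CMV-driven GFP reporter were exposed to compound for 30 hours at 37 C. After PBS washes, GFP-positive cells (20–120 um objects) were counted by laser-scanning microplate cytometry.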
# CBFb RUNX1 block: inhibitors of human CBF-beta and RUNX1 interaction; Q01196+Q13951; Potency, µM (top dose mostly 59.8 µM), for inactives: top-dose activity, negative = inhibition, usual class: inhibitors; AID 1477; 230,000 tested, under 10 active; AlphaScreen CBFb-His/RUNX1-biotin binding, biochemical; also: % of control where 0% means no effect
#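 CBF-beta (His) and RUNX1 (biotin), 30 nM each; 20 min preassociation; + compound, 15 min; + beads 50 ng each (Ni, streptavidin), 90 min; RT; AlphaScreen read.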
# NPSR antag: neuropeptide S receptor (human) antagonism, cAMP | CHO-NPSR cells, cAMP TR-FRET, antagonist mode | AID 1461 | Potency, µM (top dose mostly 38.3 µM), for the others: at the highest dose activity change, negative = inhibition, actives largely listed as inhibitors | 220,000 tested, 1% active | Q6W5P4; also: potency is read from the fitted curve at half-maximal effect; % is scaled to controls: 0 for no effect and ±100 for the full control effect; nearly all actives have a fitted effect of over 50% in size; many of its hits are not listed in these tables
# L3MBTL1 block: inhibitors of human L3MBTL1. AlphaScreen L3MBTL1–H3K9me1 peptide binding. AID 485360. 230,000 tested, 0.66% active. Potency, µM (titrated, usually from 57.1 µM), for inactives: top-dose activity, negative = inhibition, hits mostly inhibitors; also: potency is read from the fitted curve at half-maximal effect; % is scaled to controls: 0 for no effect and ±100 for the full control effect; nearly all actives have a fitted effect of over 60% in size
# Target sequence (Q9Y468 whole entry, looked up): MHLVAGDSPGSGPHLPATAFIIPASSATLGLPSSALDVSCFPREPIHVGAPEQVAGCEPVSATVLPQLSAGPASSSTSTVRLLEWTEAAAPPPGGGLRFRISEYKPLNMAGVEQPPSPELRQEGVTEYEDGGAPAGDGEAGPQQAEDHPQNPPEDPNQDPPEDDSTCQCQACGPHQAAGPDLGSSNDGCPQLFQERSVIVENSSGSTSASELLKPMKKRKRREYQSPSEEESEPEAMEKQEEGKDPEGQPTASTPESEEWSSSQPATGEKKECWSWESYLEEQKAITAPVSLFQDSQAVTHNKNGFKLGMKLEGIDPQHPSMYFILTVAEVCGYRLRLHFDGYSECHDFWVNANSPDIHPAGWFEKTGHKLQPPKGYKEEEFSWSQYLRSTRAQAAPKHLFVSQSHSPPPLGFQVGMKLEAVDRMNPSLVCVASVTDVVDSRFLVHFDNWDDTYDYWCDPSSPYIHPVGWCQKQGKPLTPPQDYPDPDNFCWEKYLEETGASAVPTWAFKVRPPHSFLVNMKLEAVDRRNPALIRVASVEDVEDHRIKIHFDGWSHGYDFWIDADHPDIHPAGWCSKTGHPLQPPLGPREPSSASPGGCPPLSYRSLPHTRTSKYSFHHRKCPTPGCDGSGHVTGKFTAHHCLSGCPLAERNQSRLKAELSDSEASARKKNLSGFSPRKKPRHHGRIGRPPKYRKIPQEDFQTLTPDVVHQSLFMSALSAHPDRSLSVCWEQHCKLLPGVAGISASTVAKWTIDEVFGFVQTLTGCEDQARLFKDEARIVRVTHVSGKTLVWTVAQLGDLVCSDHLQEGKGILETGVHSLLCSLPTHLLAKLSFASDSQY
#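 Displacement of a biotinylated histone H3(1-15) peptide monomethylated at Lys9 (75 nM) from L3MBTL1 (50 nM) was measured by AlphaScreen after a 30 min room-temperature compound incubation; cefsulodin titration served as intraplate control.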
# HTT aggregate: reduces HttQ103-GFP aggregates in PC12 cells. 220,000 tested, 1.1% active. PC12 HttQ103-GFP aggregates, Acumen cytometry, 40 h. Potency, µM (top dose mostly 46.1 µM), inactives show at the top dose activity change, negative = inhibition, usual class: inhibitors; also: potency is read from the fitted curve at half-maximal effect; % is scaled to controls: 0 for no effect and ±100 for the full control effect; nearly all actives have a fitted effect of over 60% in size
#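 PC12/HTTQ103-GFP, ecdysone-inducible; teb 100 nM; cpd qHTS titration; GFP aggregates read on laser cytometer, Ex 488/Em 500-530 nm.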
# Numbers without * were called inactive; ? = inconclusive; · = no result given; [ ] = another dose, or the depositor's remark. Calls follow the shape of the dose curve; as a rule, active = well fitted curve in the direction sought with a large enough effect; inconclusive = small, poorly fitted or top-dose-only effect, or another doubt; inactive = no such curve, though single readings can be large; an effect the other way counts as inactive or inconclusive.
SMILES,KinaseGlo FLuc,IMPase Li inh,Epigenetic derep,CBFb RUNX1 block,NPSR antag,L3MBTL1 block,HTT aggregate
O=C(O)/C=C\C(=O)Nc1ccc(OCc2ccccc2)cc1,0%,2%,-1.6%,-13%,11%,-7%,29%
CC(=O)c1ccc(S(=O)(=O)N(Cc2cc3cc4c(cc3[nH]c2=O)OCCO4)CC2CCCO2)cc1 (configuration not stated),·,·,-1.9%,-1%,-5%[46.1 µM],2%,2%
COCCn1c(COC)nc2ccccc21,3%,22%[38.3 µM],-2.1%,7%,6%[46.1 µM],11%[11.4 µM],8%
COc1ccc2nc(NC(=O)CNS(=O)(=O)c3cccs3)sc2c1,1%,40%[activator][38.3 µM],0.0%,-2%,-5%[46.1 µM],·,-2%
O=C(N/N=C/c1ccco1)c1cccc(N2Cc3ccccc3C2)c1,·,3%,-0.1%,?,12%,?,7%[9.22 µM]
Cc1csc(SCCn2c(N3CCCC3)nc3c2c(=O)[nH]c(=O)n3C)n1,4%,-4%,3.7%,5%,-12%[46.1 µM],3%,10%
CC1C(=O)C(C)C(c2cccs2)NC1c1cccs1 (configuration not stated),-3%,39%[activator][38.3 µM],0.9%,16%,-4%[46.1 µM],6%[11.4 µM],-7%
Cc1cc(C)nc(N2CCCC(C(=O)NNC(=O)c3ccncc3)C2)n1 (configuration not stated),·,·,1.1%,7%,13%,·,0%[9.22 µM]
CCNc1nc(C)c2cc(Br)c(=O)n(CC)c2n1,-4%,?,0.0%,2%,19%[46.1 µM],7%,?
O=C(NCc1cccs1)c1csc2c1CCCCC2,0%,5%[38.3 µM],1.4%,1%,-4%[46.1 µM],10%,10%
Cc1cc(-n2c(C)cc(C(=O)CN3C(=O)NC4(CCCCC4C)C3=O)c2C)no1 (configuration not stated),-3%,-10%[38.3 µM],-0.9%,-13%,?,-3%,10%
COc1ccccc1OC(C)C(=O)Nc1nc(-c2ccc(S(=O)(=O)N3CCOCC3)cc2)cs1 (configuration not stated),0%,12%[38.3 µM],-1.0%,-3%,-14%[46.1 µM],-4%,-7%
O=C(CC1CCCCC1)Nc1ncn[nH]1,2%,27%[38.3 µM],-0.9%,-17%,17%[46.1 µM],-25%,11%
S=c1[nH]nc(CCc2ccc(Cl)cc2)o1,0%,-5%,-1.9%,-3%,-4%,1%,9%
CSc1ncc(OCc2ccccc2)c(=O)[nH]1,·,·,1.1%,1%,-4%,8%,23%[9.22 µM]
COc1ccc(N2CCN(C(=O)CSc3ccc(C)cc3)CC2)cc1,0%,10%,1.1%,2%,0%,0%,·
CC(C)(C)OC(=O)N/N=C/c1cc(N=Nc2ccccc2)ccc1O,0%,26%,0.0%,?,-9%[46.1 µM],-4%,-27%
NNC(=O)c1ccc(-c2cccc([N+](=O)[O-])c2)o1,-3%,-1%,-0.2%,-2%,-18%,?,-8%
COc1ccc(C(=O)N/N=C(\C)CC(=O)N2CCN(C=O)CC2)cc1,1%,-4%,-0.9%,8%,15%,8%,-3%
Clc1cccc(CN2CCN(c3nc4nonc4nc3NC3CC3)CC2)c1,0%,18%,0.0%,0%,31%,-5%,-8%[9.22 µM]

# The list goes on, overlapping the part above by 2 compounds.
SMILES,KinaseGlo FLuc,IMPase Li inh,Epigenetic derep,CBFb RUNX1 block,NPSR antag,L3MBTL1 block,HTT aggregate
COc1ccc(C(=O)N/N=C(\C)CC(=O)N2CCN(C=O)CC2)cc1,1%,-4%,-0.9%,8%,15%,8%,-3%
Clc1cccc(CN2CCN(c3nc4nonc4nc3NC3CC3)CC2)c1,0%,18%,0.0%,0%,31%,-5%,-8%[9.22 µM]
C#CCOCCOCCOCCNc1nc(N2CCN(C(=O)[C@H]([C@@H](C)CC)n3cc([C@@H](N)Cc4ccc(O)cc4)nn3)CC2)nc(N2CCN(C(=O)[C@H](Cc3ccc(O)cc3)n3cc([C@@H](N)CC(C)C)nn3)CC2)n1,·,9%,0.2%,0%,-14%,-5%,18%[9.22 µM]
O=C(NNC(=S)NCc1ccccc1)c1ccc(Br)o1,2%,3%,-0.3%,5%,-4%,-7%,-3%
O=C(CSc1nnc2ccc(-c3ccc(F)cc3)nn12)N1CCCC1,0%,-2%,-0.1%,-2%,44%,0%,-6%
CC(C)CCNC(=O)c1ccc(Cl)c(NC(=O)c2ccccc2F)c1,1%,0%,5.3%,4%,10%,13%,-13%[9.22 µM]
CS(=O)(=O)N1CCN(CC2CC3C=CC2C3)CC1 (configuration not stated),1%,18%[38.3 µM],0.9%,-2%,7%[46.1 µM],2%[11.4 µM],-2%
S=C(NCCc1ccccn1)NC1CCCCC1,0%,-1%,0.0%,4%,2%,4%,6%
O=C(OC(C(=O)NCc1ccco1)c1ccc(Cl)cc1)c1cccs1 (configuration not stated),·,·,-1.1%,4%,-3%,·,6%[9.22 µM]
c1ccc2c(c1)oc1c(Nc3ccc(CN4CCOCC4)cc3)ncnc12,1%,8%[38.3 µM],-1.0%,2%,-26%[46.1 µM],-9%,6%
CCOc1ccc2oc(C(=O)O)c(C)c2c1,·,·,-0.3%,14%,-4%,-2%,-22%[9.22 µM]
O=S(=O)(c1ccccc1)n1ccc2ccccc21,-4%,7%[38.3 µM],4.3%,2%,-15%[7.67 µM],19%,11µM*
Cc1cc(C(C)(C)C)cc(C)c1S(=O)(=O)N1CC(=O)Nc2ccccc21,·,·,3.2%,3%,-24%,-15%,-2%[9.22 µM]
O=C(CSc1nnnn1-c1cccnc1)Nc1ccc(OCc2ccccc2)cc1,-6%,25%[38.3 µM],-0.4%,-3%,-11%[46.1 µM],4%,-16%
CN(CCC#N)S(=O)(=O)c1ccc2c(c1)c(=O)n(C)c(=O)n2C,-5%,10%[38.3 µM],-0.3%,-4%,5%[46.1 µM],·,-3%
COc1ccc(C2C(C(=O)OCC(=O)NC(C)(C)C)CCC(=O)N2c2ccc(C)cc2)cc1OC (configuration not stated),-1%,22%[38.3 µM],-2.3%,1%,-9%[46.1 µM],·,-5%
CCOC(=O)c1ccc(-c2ccc(C3Nc4ccccc4C(=O)N3O)o2)cc1 (configuration not stated),-3%,6%,0.6%,?,-14%,-4%,-21%
COc1ccc(N(CC(=O)Nc2ccc3c(c2)OCO3)S(=O)(=O)c2ccc(F)cc2)cc1,-6%,17%,0.9%,-27%,-12%,-15%,-17%
COc1ccc(C2CCCN2C(=S)Nc2cccc(C)c2)cc1OC (configuration not stated),·,10%,-0.3%,4%,-10%,·,11%
COCC(=O)NCc1nc2ccccc2n1Cc1ccccc1F,2%,21%[38.3 µM],-1.1%,2%,-9%[46.1 µM],-2%,-12%
COc1ccc(CC(NC(C)=O)C(=O)NC2CCN(c3nc(C)cc(C)c3C#N)CC2)cc1OC (configuration not stated),-2%,1%,7.3%,12%,4%,17%,-3%
COc1ccc(NC(=O)Nc2ccc(CC(=O)O)cc2)cc1,-1%,2%,-0.4%,-4%,8%,0%,-1%
Cc1ccc2c(CN3C(=O)NC(C)(c4ccc5c(c4)OCO5)C3=O)cc(=O)oc2c1 (configuration not stated),0%,10%[38.3 µM],1.2%,5%,-29%[46.1 µM],12%,?
O=C(NCC1CCCCC1)C1CCN(C(=O)NC2CCCCC2)CC1,·,·,-8.8%,7%,-1%[46.1 µM],7%,-8%
CCOc1cc(C(=O)NCCOC)cc(OCC)c1OCC,-7%,-8%[38.3 µM],0.8%,-1%,-7%[46.1 µM],-2%,12%
Cc1ccc(C(=O)CSc2ccc(-c3ccccc3)nn2)cc1,2%,7%,-1.0%,-5%,-10%,27%,23%
CCC(=O)Nc1cccc(NC(=O)CSc2nnc(-c3ccc(NS(C)(=O)=O)cc3)n2CC)c1,-1%,12%[38.3 µM],-1.0%,0%,-5%[46.1 µM],·,8%
COc1ccc(-c2csc(NC(=S)NC(=O)/C=C/c3ccccc3)n2)cc1Br,·,·,0.0%,-2%,37%,6%,11%[9.22 µM]
CCN(C(=O)CSc1nnc(-c2ccccc2Br)o1)C1CCS(=O)(=O)C1 (configuration not stated),1%,-7%,1.5%,18%,4%,·,10%
C=CCNC(=S)NNC(=O)c1cccnc1,·,·,5.7%,3%,19%,-2%,7%[9.22 µM]
O=C(Nc1ccc(S(=O)(=O)NC2=NCCCCC2)cc1)C1COc2ccccc2O1 (configuration not stated),·,·,2.5%,8%,6%,·,-23%[9.22 µM]
C/C(Cc1ccccc1)=N\NC(=O)CNC(=O)c1ccccc1,2%,-1%,1.1%,5%,16%,8%,6%
COC(=O)c1c(NC(=O)c2ccco2)sc(C(=O)Nc2ccc(F)cc2)c1C,1%,-3%[38.3 µM],1.0%,0%,-20%[46.1 µM],5%,13%
COc1cc(/C=C(/C#N)C(=O)Nc2ccccc2)ccc1OCc1ccc(C(=O)O)cc1,1%,7%,1.1%,3%,-38%,·,-20%
Cc1ccc(S(=O)(=O)CC(=O)NC2CC2)cc1,-2%,18%[38.3 µM],-1.0%,-6%,3%[46.1 µM],·,2%
CN(Cc1cn[nH]c1-c1cc2ccccc2o1)CC1CCOCC1,·,0%,-1.2%,1%,-15%,-3%,-10%[9.22 µM]
CCn1c(CSCc2ccccc2)n[nH]c1=S,2%,-2%,0.1%,1%,3%,6%[11.4 µM],15%
O=C1c2ccccc2C(O)N1c1ccc(Cl)cc1 (configuration not stated),-7%,-13%[38.3 µM],0.8%,2%,7%[46.1 µM],·,-13%
COc1ccc(CCN(C(=O)c2cccc(F)c2)C2CC(=O)N(c3ccc(OC)cc3)C2=O)cc1 (configuration not stated),3%,29%[38.3 µM],0.9%,8%,-12%[46.1 µM],-2%,-23%
CCn1c(SCC(=O)c2ccc(C)cc2)nnc1-c1ccoc1C,-2%,7%,1.8%,?,-27%[46.1 µM],5%,?
COCCCN1C(=O)C(O)=C(C(=O)c2ccco2)C1c1cccc(Br)c1 (configuration not stated),3%,?,2.7%,-1%,4%[46.1 µM],2%,?
CCc1ccccc1NC(=O)CSc1nnc([C@@H]2CCCN2C(=O)OC(C)(C)C)o1,-5%,-18%[38.3 µM],0.0%,6%,1%[46.1 µM],-8%,21%
Cn1c(C(=O)NCCOc2ccccc2Cl)cc(=O)n(C)c1=O,-3%,-1%,0.2%,-4%,9%,·,27%
CC(=O)N(C(C)=O)c1ccc2nc(C)[nH]c(=O)c2c1,0%,0%[38.3 µM],1.4%,7%,?,-2%,8%

# This is a subset; the hit share may differ from the screen's.
